HIF-2a inh – inhibitors of HIF-2a; 786-0 RCC cells HIF-2a reporter, luciferase luminescence, overnight; inhibition, % at 18.8 µM; hit rate 0.72% among 360,000; AID 624352;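 active = inhibition of the luminescence signal of 40% or more relative to plate controls, in a single-dose primary screen at 18.75 µM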
KKLEB tox – counter-screen for CF NF-kB inhibitors: cytotoxicity. KKLEB CF airway cells viability, ATPlite luminescence, overnight; hits give low values; cells stimulated with P. aeruginosa culture filtrate. activity change (cytotoxicity), % at 5 µM. hit rate 0.36% among 360,000. AID 602141;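 active = corrected activity change at or below -50% at 5 µM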
MITF TRPM1 inh – reduces MITF-dependent TRPM1 promoter luciferase signal; SK-MEL-5 TRPM1 promoter luciferase, 24 h; inhibition, % at 12.5 µM; hit rate 0.83% among 330,000; AID 488899;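 active = mean inhibition across replicates of 60% or more, whatever share of single replicates reaches that level; inconclusive = some that reach 60%, reason not given; inactive = mean inhibition across replicates below 60%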; also: values of inactives mirror those of a sister screen read the other way
NR2E3 ag-1 – activates human photoreceptor nuclear receptor NR2E3 | AID 2300 | GST-NR2E3/biotin-RetCOR TR-FRET, 1536-well | inhibition of corepressor binding, % at 4.78 µM | hit rate 0.12% among 320,000 | Q9Y5X4;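 active = percent inhibition above the cutoff of mean plus 3 SD of all tested compounds, set per screening campaign, cut at about 20% in these data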;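 also: 0% = DMSO wells and 100% = biotin wells as full block of FRET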
Target sequence (Q9Y5X4 whole entry, looked up): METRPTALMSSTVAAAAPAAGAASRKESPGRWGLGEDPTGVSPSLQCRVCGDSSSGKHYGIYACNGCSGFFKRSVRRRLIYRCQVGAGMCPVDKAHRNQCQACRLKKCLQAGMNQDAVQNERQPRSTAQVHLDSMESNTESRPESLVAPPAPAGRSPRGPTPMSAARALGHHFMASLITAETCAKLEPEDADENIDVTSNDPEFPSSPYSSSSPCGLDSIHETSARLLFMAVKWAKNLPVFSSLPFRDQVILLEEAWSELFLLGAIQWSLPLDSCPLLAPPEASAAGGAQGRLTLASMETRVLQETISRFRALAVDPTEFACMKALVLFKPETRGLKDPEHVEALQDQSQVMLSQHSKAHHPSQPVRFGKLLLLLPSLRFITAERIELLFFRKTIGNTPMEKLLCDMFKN
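Test system: GST-NR2E3 and biotin-RetCOR proteins | Quantity: 1.35 nM GST-tagged NR2E3 final | Medium: Tris pH 7.5 | Also added: 7 nM biotin-RetCOR | Dosing: Compound at 4.8 µM, single dose | Timing: 5 h at 4 °C | Detection: Time-resolved FRET | Read-out basis: Percent inhibition | Benchmarks: Biotin wells as high control, 0.6% DMSO wells as low control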
CF NFkB inh – inhibitors of cystic fibrosis induced NF-kB; KKLEB NF-kB-GFP reporter, PAF-induced, GFP fluorescence overnight; inhibition, % at 5 µM; hit rate 0.86% among 360,000; AID 588850;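 active = at least 50% inhibition at 5 µM, scaled per plate between neutral and stimulator controls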;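 also: PAF is a Pseudomonas aeruginosa culture filtrate used as stimulus; plate controls were PAF-stimulated DMSO wells for no effect and unstimulated DMSO wells for full effect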
PDI inh – PDI (human) enzyme inhibition | inhibition, % at 10 µM | hit rate 0.052% among 350,000 | PDI insulin aggregation turbidity, A650, 90 min | P07237;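 active = mean inhibition across replicates of 30% or more, whatever share of single replicates reach that level; inconclusive = mean inhibition below 30% while every single replicate reaches 30%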;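 also: absorbance from insulin aggregation driven by PDI reduction with DTT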
Target sequence (P07237 whole entry, looked up): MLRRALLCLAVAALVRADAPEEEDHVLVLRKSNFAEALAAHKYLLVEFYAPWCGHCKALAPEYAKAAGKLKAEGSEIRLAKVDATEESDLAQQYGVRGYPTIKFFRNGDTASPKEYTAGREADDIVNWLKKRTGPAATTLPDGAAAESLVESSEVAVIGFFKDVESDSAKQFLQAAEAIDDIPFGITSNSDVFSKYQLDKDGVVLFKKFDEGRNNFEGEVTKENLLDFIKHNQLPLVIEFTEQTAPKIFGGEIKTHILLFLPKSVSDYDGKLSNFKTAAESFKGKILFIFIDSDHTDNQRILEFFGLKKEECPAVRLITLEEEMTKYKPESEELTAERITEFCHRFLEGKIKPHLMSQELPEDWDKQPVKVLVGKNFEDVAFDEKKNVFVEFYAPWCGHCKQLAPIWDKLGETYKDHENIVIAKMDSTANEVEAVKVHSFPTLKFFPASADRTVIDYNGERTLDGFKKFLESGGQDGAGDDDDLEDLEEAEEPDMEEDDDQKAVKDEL
CaV13 FRET inh – Primary screen for inhibitors of IQ motif and Ca2+-dependent inactivation inhibitor domain binding in CACNA1D, Förster resonance energy transfer in living cells, … | HEK cells, CFP/YFP FRET ICDI-IQ, plate reader, 10 min; percent FRET-ratio fall versus neutral wells | inhibition, % at 12.3 µM | hit rate 0.098% among 340,000;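 active = mean replicate inhibition of at least 30% and at least 1% of replicates passing that level; inconclusive = only one of the two criteria is met; inactive = neither criterion is met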;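 also: 0% = median of the neutral control wells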
Shn3 3UTR inh – Schnurri-3 reporter inhibition in Clone20 osteoblasts. Clone20 osteoblast Shn3 3'UTR firefly luciferase, 24 h. inhibition, % at 12.5 µM. hit rate 0.52% among 360,000;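 active = mean inhibition of at least 75% with every replicate also reaching 75%; inconclusive = mean inhibition at least 75% but some replicate below; inactive = mean inhibition below 75%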;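 also: 0% = median of neutral control wells and 100% = pilot-screen positive control compound; some compounds past the cut are filed as inactive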
NR2E3 ag-2 – agonists of human NR2E3 nuclear receptor; Q9Y5X4; CHO-S Gal4-NCOR/VP16-NR2E3 two-hybrid, luciferase; inhibition of corepressor binding, % at 3.98 µM; hit rate 0.35% among 360,000; AID 602229;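 active = inhibition above the mean of all tested compounds plus 3 SD, cut at about 70% in these data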;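 also: 0% = DMSO with NR2E3 transfected cells and 100% = cells lacking NR2E3 construct; higher means lower luciferase signal from less NR2E3 corepressor binding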
Vif imaging – blocks HIV Vif function | inhibition, % at 7.49 µM | HEK293T cells, Vif self-association by quenched fluorescence, imaging, 24 h | hit rate 0.35% among 340,000; in the data active = inhibition above about 50%, passing the limit was not always enough; inconclusive = no clear call, values can overlap the other calls; inactive = below about 31%; also: some results filed as inactive read as strong as hits
Peg3 prom inh – inhibitors of Peg3 promoter | HeLa PEG-Prom luciferase reporter, luminescence, overnight | hit rate 1.7% among 360,000 | inhibition, % at 20 µM | AID 588405;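 active = inhibition of at least 50% at 20 µM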
Active calls of the source: *; ? = inconclusive; / = not tested or not shown.

SMILES	HIF-2a inh	KKLEB tox	MITF TRPM1 inh	NR2E3 ag-1	CF NFkB inh	PDI inh	CaV13 FRET inh	Shn3 3UTR inh	NR2E3 ag-2	Vif imaging	Peg3 prom inh
CCN(CC(=O)Nc1ccc2c(c1)OCCO2)C(=O)c1ccc(C(F)(F)F)cc1	-224	-5	-99	3	27	-5	-13	-41	-20	-20	-198
C[C@H](NC(=O)c1cc2cc(Cl)ccc2n1C)C(=O)N[C@@H](C(=O)O)c1ccccc1	10	-3	3	1	-24	-10	-3	-1	13	1	7
O=C(NNc1ccccn1)C(=O)NNS(=O)(=O)c1ccc(F)cc1	18	11	-2	1	-7	2	-5	-10	11	-6	4
COc1ccc(CN2C(=O)C(CC(=O)NC3CCCC3)CC(C(=O)N3CCOCC3)=C2C)cc1 (configuration not stated)	0	-1	/	/	-2	/	-4	2	-5	/	5
COc1ccc(OC)c(CN2CCN(C(=O)c3ccc(S(=O)(=O)Nc4ccccc4F)cc3)CC2)c1	22	-8	6	2	-1	3	-2	27	27	4	11
O=C1NCCCCC1NS(=O)(=O)c1ccc(Cl)cc1 (configuration not stated)	11	7	-5	-3	-10	5	-4	-4	-46	7	13
CCOC(=O)c1ccc(N2C(=O)CC(Sc3nc(C)cc(C)n3)C2=O)cc1 (configuration not stated)	13	7	2	/	-1	15	-20	11	-38	8	11
Cc1oc(/N=C/c2ccccc2)c(C#N)c1C	6	-12	2	/	-7	0	0	-2	-15	-2	11
COc1ccc(Nc2nnc(Cc3ccncc3)c3ccccc23)c(OC)c1	-20	-8	-4	3	0	0	-18	22	-9	1	-11
COc1cc(Cl)c(C)cc1NC(=O)c1ccccc1-n1cnnn1	9	-15	7	/	-22	-3	-6	13	-11	-1	7
CCc1nc2c(OCCC3CCCCC3)cccn2c1N(C=O)Cc1ccc(OC)cc1	9	-9	/	/	9	-1	-5	13	13	-6	16
O=C(COC(=O)CSc1nnc(-c2ccc(Cl)cc2)o1)Nc1cc(Cl)ccc1Cl	-8	-1	-11	0	7	-1	-7	11	-11	-4	-8
O=C(NCCc1cccc(F)c1)/C(=C/c1cccnc1)NC(=O)c1ccccc1	13	4	-5	-4	6	9	-4	3	-18	-7	11
COc1cc(/C=N/Nc2ncc(C(F)(F)F)cc2Cl)cc(OC)c1O	17	2	-10	-3	1	6	-4	-33	0	/	6
Cc1c(NCc2nc3ccccc3[nH]2)c(=O)n(-c2ccccc2)n1C	-79	1	10	-4	16	8	-7	6	-30	/	8
COc1ccc(-c2cnn3cc(-c4cccc(Cl)c4)cnc23)cc1	10	-4	-2	-2	-9	4	-6	6	-9	2	6
O=C(/C=C/c1c(F)cccc1Cl)c1ccc(F)cc1	-16	0	-2	1	-10	0	-7	2	-11	-3	9
CN1C(=O)CC(N2CCN(CC(N)=O)CC2)C1=O (configuration not stated)	12	6	-17	1	-3	-6	-4	-9	11	/	9
O=C(Nc1ccon1)Nc1cccc(Cl)c1Cl	-55	-8	8	4	29	13	-3	14	-41	-4	-48
S=C(NCc1ccco1)Nc1ccc(Br)cc1Cl	-190	3	-36	-1	3	6	-5	-42	-95	16	-151
O=C(COC(=O)c1ccc([N+](=O)[O-])o1)NCc1ccccc1	1	0	15	/	0	7	-5	-6	-2	-2	23
CN(C)/N=C1\CCS(=O)(=O)c2sccc21	4	20	-1	2	10	13	-4	12	-12	-1	-4
N#CCC(=O)N/N=C/c1cc([N+](=O)[O-])ccc1N1CCOCC1	-4	0	-2	3	-9	-1	-19	9	-8	4	19
C/C=C/c1ccc(OCCCCN2CC(C)CC(C)C2)c(OC)c1 (configuration not stated)	6	-4	-11	2	17	-6	-1	-11	-5	1	11
O=C(Nc1cccc2ccccc12)NC1CC1	-3	1	/	/	-4	-13	-3	-25	-8	/	7
CCOc1ccc(-c2nc(N)ncc2Oc2ccccc2Br)c(O)c1	6	-29	-6	-3	34	-6	/	10	-27	-17	-1
COc1cc(CNCCc2c[nH]c3ccccc23)ccc1OCc1ccc(F)cc1	3	-18	6	3	9	-2	/	-14	23	-3	112*
Cc1ccc(Cl)c(OCC(=O)OCC(=O)NC2CCCc3ccccc32)c1 (configuration not stated)	10	4	11	0	-21	6	-5	-35	-16	-9	13
CCOc1ccc(N2C(=O)c3cccnc3C2Nc2ccc(C)c(C)c2)cc1 (configuration not stated)	7	-8	1	1	-3	0	-5	-2	-25	5	-1
Cc1cccc(-n2c(C)cc(C(=S)N3CCOCC3)c2C)c1C	17	18	8	2	9	-2	-6	5	-46	-4	20
CC1CCN(C(=O)/C(=C\c2ccccc2F)NC(=O)c2ccccc2)CC1	-3	4	-5	0	-14	-1	-4	-12	-4	10	0
CC(OC(=O)Cc1c(F)cccc1Cl)C(=O)NCCC1=CCCCC1 (configuration not stated)	18	3	5	-3	11	-7	-4	26	-12	2	3
COC(=O)c1ccc(S(=O)(=O)N2Cc3ccccc3C2)cc1	22	-16	-2	0	14	-3	-4	6	2	2	10
Cc1nn(Cc2ccc(Cl)cc2)c(C)c1NC(=O)CSc1nc2c(c(C(F)(F)F)n1)CCc1ccccc1-2	0	-12	2	0	3	0	-9	-5	-26	15	14
CCOC(=O)c1oc2ccc(/C=N/O)c(Cl)c2c1C	-261	-1	-52	4	-24	-2	2	-50	-100	-27	-301
CCOC(=O)c1oc2ccc(CNC(C)(C)C)c(Cl)c2c1C	-56	5	-19	5	-1	5	-8	-18	-19	12	-60
CCOC(=O)c1sc(C)c2c(=O)n(CC)nnc12	19	15	-8	2	-2	0	-11	0	26	4	-8
N/C(Cc1cccc2ccccc12)=N\O	16	-3	4	4	-12	1	-4	12	10	-3	0
CC(C)Cc1nnc(NC(=O)c2cc3c(s2)CCC3)s1	-204	-16	-27	0	-4	-32	-2	-96	-156	-2	-228
CCn1c(SCC(=O)Nc2ccc3c(c2)OCCO3)nnc1C(C)C	-11	2	4	-2	1	-6	-2	11	5	-3	-2
CC(=C\C(=O)O)/C(=C/c1ccco1)C(=O)O	16	19	-1	0	12	3	-3	-3	-4	-7	4
O=C(c1[nH]c(C(F)(F)F)nc1-c1ccccc1)N1CCN(c2ncc(C(F)(F)F)cc2Cl)CC1	9	9	/	/	8	/	-2	-18	23	-6	28
Cc1ccc(S(=O)(=O)Nc2cc(-c3nn(C)c(=O)c4ccccc34)ccc2N2CCOCC2)cc1	14	-14	44	-1	-45	-7	-8	18	-8	?	24
Cc1ccnc(Nc2nc(-c3sc(C)nc3C)cs2)c1	-396	-17	12	0	55*	-3	-5	-21	8	-1	4
N#CC(C#N)=C1c2cc(S(N)(=O)=O)ccc2-c2ccc(S(N)(=O)=O)cc21	5	-4	29	/	14	0	-2	-1	-2	4	6
CN(Cc1cccs1)C(=O)c1ccc(S(=O)(=O)NCc2ccco2)cc1	-3	4	4	-5	-9	1	-4	14	8	0	-10
CS(=O)(=O)Nc1ccc(S(=O)(=O)N2CCCCCC2)cc1	2	-10	5	1	2	-1	-18	11	-10	0	-1
COc1cc2nc(CN3CCN(S(=O)(=O)c4ccc(C)c(C)c4)CC3)[nH]c(=O)c2cc1OC	20	-4	6	1	15	4	-22	5	-16	-2	2
CCNC(=O)/C=C1\NC(C)(C)Cc2c1ccc1ccccc21	-25	-6	16	3	12	15	-9	-6	-10	1	-10
C=CCn1c(SCc2nc3cc(C(F)(F)F)ccc3c(=O)[nH]2)nc2sc(CC)cc2c1=O	15	2	6	0	-4	-7	-5	-8	-4	0	19
CNC(=S)N1CCN=C1Nc1nc(C)cc(C)n1	4	-3	-9	6	-12	0	-5	1	-16	-13	4
CCOC(=O)Cc1csc(NC(=S)NC(=O)c2cccc([N+](=O)[O-])c2)n1	27	4	-2	-4	7	-6	-6	-2	-1	13	10
CCOC(=O)c1sc(NC(C)=O)nc1C	7	-10	1	4	7	-1	-8	3	11	-6	-7
CCOc1cc(/C=N/NC(=O)Cn2nc([N+](=O)[O-])cc2C)cc(Br)c1OCc1ccccc1C	1	-19	8	-1	-12	-4	-6	22	-5	-9	27
N#Cc1c2n(c(=S)n(-c3ccccc3[N+](=O)[O-])c1=O)CCCCC2	13	-4	4	-2	-13	1	-20	-16	14	-2	-4
COc1ccc(CNC(=O)Cn2nnc(-c3ccc(NC(=O)C4CCCCC4)cc3)n2)cc1	-70	-7	1	1	6	0	0	-19	-21	9	-68
CCOc1ccc(N2C(=O)Nc3ccccc3C2(O)C(=O)NCc2ccc(C)cc2)cc1 (configuration not stated)	5	-3	3	3	15	-3	-2	0	-7	1	9
Cc1ccsc1C(=O)NCC(=O)OCc1ccccc1	-19	-6	-7	6	13	5	-5	5	-4	-8	-37
CC1(C)N=C(N)N=C(N)N1c1cccc(CC(=O)Nc2ccccc2)c1	-5	0	/	/	12	2	-5	3	-13	-4	-6
Cc1ccc(NC(=O)c2c([N+](=O)[O-])cnn2C)cc1C	-8	0	-1	0	-3	-3	-5	-9	-13	-4	-2
Further results follow:
SMILES	HIF-2a inh	KKLEB tox	MITF TRPM1 inh	NR2E3 ag-1	CF NFkB inh	PDI inh	CaV13 FRET inh	Shn3 3UTR inh	NR2E3 ag-2	Vif imaging	Peg3 prom inh
COC(=O)c1ccc(CNCC(O)COc2ccc(-c3ccccc3)cc2)cc1 (configuration not stated)	-7	-7	-11	1	-5	4	-3	4	-23	-6	-16
NC(=O)c1ccc(NC(=O)Nc2ccc3c(c2)OCO3)cc1	-86	7	-21	2	3	-5	-3	-17	-67	-1	-121
Cn1c(CNC(=O)c2ccc(F)cc2)nc2ccccc21	-11	-9	-5	1	7	13	-5	17	-9	12	1
COCc1nnc(NC(=O)CSc2ccc(C)cc2)s1	5	4	-3	-4	1	-1	-4	6	-13	-11	-21
COc1ccc(OC)c(CN2CCN(C(=O)c3ccco3)CC2)c1	16	-8	11	5	12	-6	-3	9	9	-8	5
O=S(=O)(Nc1c(S(=O)(=O)c2ccccc2)c2nc3ccccc3nc2n1C1CCCCC1)c1ccccc1	-3	1	7	2	26	-16	-3	3	-7	-10	22
CCCCN(C(=O)C1CC(=O)N(c2ccc(OC)cc2OC)C1)c1c(N)n(CC(C)C)c(=O)[nH]c1=O (configuration not stated)	9	-4	-5	-2	21	7	-9	7	-9	4	13
O=C(NC1CCCCNC1=O)c1ccco1 (configuration not stated)	17	-2	-4	-6	8	-3	-4	-10	-7	4	11

Screening results deposited in PubChem BioAssay by several laboratories.
